# SSB-PriA inh = inhibitors of Klebsiella pneumoniae PriA binding to SSB C-terminal tail, primary screen, biochemical, AlphaScreen. hit rate 0.6% among 430,000. AlphaScreen SSBct-PriA binding, biotinylated peptide. inhibition, % at 33 µM. AID 1272365, 2023; in the data active = inhibition mostly above about 37%, no sharp cut-off; inactive = mostly below about 20%;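 also: plate controls were negative control peptide for no effect and reference peptide for full effect; strong numbers were not always called active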
# PfHsp40 rescue = rescue of yeast from PfHsp40 toxicity, primary screen, S. cerevisiae, ATP luminescence | AID 504582, 2011 | S. cerevisiae expressing PfHsp40, growth rescue | hit rate 0.68% among 340,000 | growth rescue, % at 12.5 µM; in the data active = growth rescue above about 28%, passing the limit was not always enough;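 also: yeast W303a lacking pdr1 and pdr3 grown in galactose medium; growth measured after three days at 30 °C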
# SARS 3CLpro inh = SARS-CoV 3CLpro protease inhibitors, primary screen, biochemical, quenched FRET | AID 1706, 2009 | recombinant SARS-CoV 3CLpro, quenched FRET peptide cleavage | inhibition, % at 6 µM | hit rate 0.14% among 290,000; in the data active = inhibition above about 12%
# VHR inh abs = VHR1 phosphatase inhibitors, primary screen, biochemical, absorbance, uHTS | hit rate 0.52% among 290,000 | Dual specificity protein phosphatase 3 (Homo sapiens), P51452 | recombinant VHR phosphatase, pNPP absorbance | inhibition, % at 13.3 µM; in the data active = inhibition above about 50%; also: some compounds called inactive have numbers as strong as hits
# Target sequence (P51452 whole entry, looked up): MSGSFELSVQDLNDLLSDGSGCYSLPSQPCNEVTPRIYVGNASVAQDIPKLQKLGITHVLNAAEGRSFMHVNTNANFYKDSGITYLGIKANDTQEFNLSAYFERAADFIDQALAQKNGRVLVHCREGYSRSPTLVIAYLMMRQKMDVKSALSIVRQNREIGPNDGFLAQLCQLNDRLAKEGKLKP
# Vc quorum ag = inducers of Vibrio cholerae quorum light production without autoinducers, primary screen, BH1578 luxS cqsA deficient, single point; V. cholerae BH1578 lux reporter, luminescence, 6 h; activation, % at 18.7 µM; hit rate 0.16% among 350,000; AID 588436, 2011; in the data active = activation mostly above about 9.7%, no sharp cut-off; also: not every result past the cut was called active; inactives centre near 0; reference of the scale not given here
# BoNT-A LC inh2 = BoNT/A light chain protease inhibitors, primary screen, biochemical, flow cytometry, MLPCN library; Botulinum neurotoxin type A light chain protease (Clostridium botulinum A str. ATCC 3502); multiplex microsphere protease substrate cleavage; inhibition, % at 10 µM; hit rate 0.17% among 360,000; AID 588499, 2011; also: plate controls were buffer without enzyme for full effect and enzyme alone for no effect
# Anthrax LF inh2 = Bacillus anthracis LF protease inhibitors, primary screen, biochemical, multiplex microsphere, MLPCN library; inhibition, % at 10 µM; multiplex microsphere protease cleavage assay; hit rate 0.12% among 360,000; Lethal factor (Bacillus anthracis), P15917; also: plate controls were buffer without enzyme for full effect and enzyme alone for no effect
# Target sequence (P15917 whole entry, looked up): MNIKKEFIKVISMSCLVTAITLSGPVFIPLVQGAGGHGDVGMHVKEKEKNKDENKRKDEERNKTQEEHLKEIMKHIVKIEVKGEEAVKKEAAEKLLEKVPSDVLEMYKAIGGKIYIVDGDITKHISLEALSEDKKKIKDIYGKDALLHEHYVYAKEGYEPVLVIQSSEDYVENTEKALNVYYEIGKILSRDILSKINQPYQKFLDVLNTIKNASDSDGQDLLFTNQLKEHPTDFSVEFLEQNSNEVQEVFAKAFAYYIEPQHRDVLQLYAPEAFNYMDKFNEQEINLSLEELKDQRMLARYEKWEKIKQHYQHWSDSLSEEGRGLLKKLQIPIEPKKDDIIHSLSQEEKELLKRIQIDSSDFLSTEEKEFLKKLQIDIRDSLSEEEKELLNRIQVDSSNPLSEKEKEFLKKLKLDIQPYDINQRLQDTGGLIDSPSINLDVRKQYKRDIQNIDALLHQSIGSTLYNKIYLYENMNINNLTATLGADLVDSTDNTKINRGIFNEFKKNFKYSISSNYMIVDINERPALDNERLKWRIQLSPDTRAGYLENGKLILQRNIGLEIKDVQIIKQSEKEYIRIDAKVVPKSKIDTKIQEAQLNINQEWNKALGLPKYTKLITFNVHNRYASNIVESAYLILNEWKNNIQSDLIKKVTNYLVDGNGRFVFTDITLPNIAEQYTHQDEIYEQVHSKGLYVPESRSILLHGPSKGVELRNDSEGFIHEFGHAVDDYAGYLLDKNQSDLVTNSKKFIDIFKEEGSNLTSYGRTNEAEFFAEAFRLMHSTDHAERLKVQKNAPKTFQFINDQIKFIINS
# Y pestis TopoI = Yersinia pestis topoisomerase I inhibitors, primary screen, biochemical, cleavage product accumulation, plate reader, single point; DNA topoisomerase I (Yersinia pestis CO92); Y. pestis Topo-I cleavage product accumulation; hit rate 0.064% among 360,000; activity, % at 10 µM; in the data active = activity above about 50%, passing the limit was not always enough; also: inactives centre near 2
# TcdB inh = TcdB glycohydrolase inhibitors, primary screen, biochemical, single point, plate reader | Toxin B (Clostridioides difficile), P18177 | TcdB glycohydrolase enzymatic assay | inhibition, % at 9.99 µM | hit rate 0.24% among 350,000; in the data active = inhibition above about 10%
# CCHF vOTU inh = CCHFV vOTU protease inhibitors, primary screen, biochemical, Pep-AMC substrate, fluorescence; Crimean-Congo hemorrhagic fever virus L polyprotein viral ovarian tumor (vOTU) protease …; hit rate 0.55% among 370,000; AID 651958, 2012; inhibition, % at 11.5 µM; in the data active = inhibition above about 30%; also: 0% = vehicle wells with enzyme and 100% = no enzyme wells
# * hit, by the source's call; i = inactive; . = no result given; & = joins results of further samples. Rule as the data show it, unless noted: active = inhibition above about 30%; inconclusive = no clear call, values can overlap the other calls; inactive = below that. Only part of the results is shown; the hit share may differ from the screen's.
# Each structure is followed by: PfHsp40 rescue	Y pestis TopoI	VHR inh abs	SARS 3CLpro inh	TcdB inh	BoNT-A LC inh2	Anthrax LF inh2	CCHF vOTU inh	Vc quorum ag	SSB-PriA inh
Cc1ccc(Cn2nc(C)c(NC(=O)c3cc(C)no3)c2C)cc1
    -0.8	-4.4	17.0	-1.9	-2.8	0.3	7.4	3.0	-0.2	-5.7
CC1CCCC(C)N1C(=O)Cn1c(=O)sc2ccccc21 (stereo unspecified)
    0.1	4.6	17.0	.	0.6	-0.6	12.5	-3.6	0.0	-11.7
COc1cc(C(=O)N(C)Cc2cccc(OC)c2OC)ccc1OCC(=O)Nc1cccc(C(F)(F)F)c1
    1.3	26.0	.	.	1.8	4.0	0.1	12.8	i	9.1
CC(C)CCN(C(=O)c1ccc(Br)cc1)c1c(N)n(Cc2ccccc2)c(=O)[nH]c1=O
    -0.7	5.5	.	.	2.6	-4.2	-0.5	15.9	-0.3	-4.3
COc1cccc(OCC(O)CN2CCN(c3ncccn3)CC2)c1 (stereo unspecified)
    -0.2	0.6	8.2	0.1	1.2	-0.2	-2.0	-8.6	-0.4	-22.5
CCc1noc(C)c1C(=O)N1CCCC(N2CCN(c3ccccc3F)CC2)C1 (stereo unspecified)
    -1.2	-6.1	-13.5	-0.3	-1.1	0.5	2.9	9.9	-0.1	-17.2
Cc1ccc(S(=O)(=O)O/N=C2\CCCc3ccccc32)cc1
    -0.9	-0.5	19.6	-4.8	.	-0.1	-0.7	5.2	i	.
CCn1c(SC)nnc1-c1sc2cc(Cl)ccc2c1Cl
    1.9	42.1	-4.7	3.0	.	0.1	1.0	0.6	i	-32.5
CCOc1ccccc1-n1ccn(CC(=O)Nc2ccc(Br)cc2F)c(=O)c1=O
    1.8	3.8	.	.	4.1	0.6	3.0	-0.7	-1.2	-12.0&-4.0
CC(=O)c1c(C)[nH]c(C(=O)OCC(=O)c2c(N)n(CC(C)C)c(=O)n(C)c2=O)c1C
    -0.7	-11.6	.	.	1.4	.	.	2.8	i	19.6
CC(C)(C)OC(=O)N1CCC(c2c(C(=O)N3CCN(C(=O)c4ccco4)CC3)cnn2-c2cccc(Cl)c2)CC1
    0.1	35.7	57.7*	-1.3	0.5	13.1	2.7	9.6	-0.2	6.2
COC(=O)c1cccc(S(=O)(=O)N(Cc2ccco2)Cc2cc3cc(OC)c(OC)cc3[nH]c2=O)c1
    -0.5	17.5	17.5	2.8	.	0.2	-2.2	15.0	-5.0	-26.0
CCOC(=O)c1ccc(N2C(=O)CC(N3CCC(C#N)(c4ccccc4)CC3)C2=O)cc1 (stereo unspecified)
    18.7	8.0	-2.0	-2.3	.	0.2	-3.1	10.7	-0.2	-5.6
CCCCC1(C)OC(=O)C(=Cc2c[nH]c3ccccc23)C(=O)O1 (stereo unspecified)
    -1.0	-4.2	29.5	-6.0	0.2	-0.8	-1.3	6.6	i	-8.6
O=C(c1ccccc1)c1cc2ccc(O)cc2oc1=O
    1.2	2.1	10.6	0.7	.	0.2	-2.1	12.8	i	2.5
O=Cc1cn(-c2ccccc2)nc1-c1cccc([N+](=O)[O-])c1
    .	3.7	.	.	0.5	0.4	-4.7	1.1	i	.
C[N+]12CCC(CC1)C(OC(=O)C(O)(c1ccccc1)c1ccccc1)C2 (stereo unspecified)
    2.2	-12.8	-3.0	-5.0	0.4	-1.0	-6.1	4.4	i	-3.6
NS(=O)(=O)c1ccc(CCNC(=O)CCNS(=O)(=O)c2ccccc2C(F)(F)F)cc1
    4.9	1.4	.	.	1.7	-0.2	2.0	13.5	i	-10.7
O=C(CSc1nc2ccc([N+](=O)[O-])cc2s1)c1ccc2ccccc2c1
    0.4	-3.2	2.6	1.5	-0.8	-2.3	2.7	11.2	-5.6	-3.6
CC(C)(C)NC(=O)C(c1ccc(-c2ccccc2)cc1)N(C[C@H]1CC[C@@H]([C@@H]2CC[C@H](CO)O2)O1)C(=O)c1ccc2ccccc2c1 (stereo partly specified)
    3.3	17.0	.	.	-9.3	-0.4	0.3	22.2	-1.1	-7.2
O=C(N/N=C/c1ccoc1)c1ccccc1
    -0.4	-0.2	5.9	2.1	-1.7	1.9	-1.3	12.5	-0.6	.
O=C(CSc1nnc(-c2cccnc2)n1Cc1ccccc1)NCc1ccco1
    -0.6	14.9	-7.7	2.1	-0.4	1.2	3.7	-22.9	i	-7.6
CC(=O)Nc1ccc(S(=O)(=O)N(C)CC(=O)OCC(=O)N2CCCCC2)cc1
    1.7	-3.6	.	.	6.1	2.3	-2.1	-9.6	-2.9	6.7
COc1ccc(N2CCN(C(=O)CSc3nnc4c5cc(C)ccc5n(C)c4n3)CC2)cc1
    0.5	-10.2	33.8	-4.7	.	-0.6	-5.0	-6.8	-1.3	7.1
O=C(O)c1cc2cc(F)ccc2[nH]1
    7.8	-1.6	-6.8	-1.4	0.1	-0.8	-0.3	1.2	i	-10.0
COc1ccc(C(=O)CSc2nnc3ccc(-c4ccccn4)nn23)cc1
    -0.4	1.0	12.4	-0.5	0.7	-0.9	-7.3	-5.1	-2.0	-12.5
O=C(/C=C1\SC(=O)N(CC(=O)Nc2ccc(F)cc2)C1=O)Nc1ccc(Cl)cc1
    0.0	-5.9	-2.9	-0.8	-0.3	-0.6	-0.9	-3.3	-0.4	3.2
O=C(CCCOc1ccc(Cl)cc1Cl)N1CCN(c2ccccn2)CC1
    5.7	7.1	22.5	2.0	.	-2.7	-4.9	4.2	i	-19.2
Cc1ccc(-n2nc3c(c2NC(=O)C(C)(C)C)CSC3)c(C)c1
    0.9	2.4	28.2	2.7	.	0.9	0.1	-7.9	-1.8	-8.4
CC(C)(C)c1nnc(N/N=C/c2cc(Br)ccc2O)n(N)c1=O
    0.3	19.1	22.7	2.8	.	-2.2	-2.5	2.4	-0.3	.
O=C(OCC(=O)c1c[nH]c2ccccc12)c1ccc(Br)o1
    0.2	-0.1	6.2	-0.5	-1.5	0.7	0.9	.	-0.9	-1.0
O=C(N/N=C/c1c[nH]c2ccccc12)c1cc(-c2cccc3ccccc23)n[nH]1
    0.3	-9.6	-22.9	-3.7	-0.6	0.0	-1.6	-5.4	i	.
N#Cc1c(N)n(CCc2ccc(F)cc2)c2nc3ccccc3nc12
    -0.2	-0.1	9.9	0.9	.	2.5	4.4	-176.3	i	-33.4
CC1(C)Oc2ccc3ccc(=O)oc3c2C[C@H]1O[C@@H]1O[C@H](CO)[C@@H](O)[C@H](O)[C@H]1O
    -0.6	3.9	.	.	0.3	-0.8	-12.0	-28.0	-0.2	2.6
C#CCOCCOCCOCCNc1nc(N2CCN(C(=O)[C@H](CCCCN)n3cc([C@@H](N)[C@H](C)CC)nn3)CC2)nc(N2CCN(C(=O)[C@H](CCCCN)n3cc([C@@H](N)CC(N)=O)nn3)CC2)n1
    -1.4	-6.0	.	.	0.8	0.0	-2.2	3.5	i	-12.9
CC(=O)OC1CC(OC2C(O)CC(OC3C(O)CC(OC4CCC5(C)C(CCC6C5CC(O)C5(C)C(C7=CC(=O)OC7)CCC65O)C4)OC3C)OC2C)OC(C)C1OC1OC(CO)C(O)C(O)C1O (stereo unspecified)
    0.1	3.8	.	.	2.1	0.7	-6.2	3.6	0.2	-9.3
CCCCN(CCCC)Cc1cc(=O)oc2cc(C)c(Cl)cc12
    .	.	.	.	1.6	-0.2	-8.0	7.2	.	.
COc1ccc(C2CC(c3ccc(Cl)cc3)n3nc(N)nc3N2)cc1 (stereo unspecified)
    -1.3	2.8	4.6	-1.5	-0.6	0.5	-3.2	-6.9	-0.2	-2.9
CSc1ccccc1NC(=O)CSCc1nc2sc(C)c(C)c2c(=O)[nH]1
    -0.5	7.1	.	.	0.2	1.2	-1.6	-5.7	i	9.3
Cn1c(C(=O)N2CCCC(C(=O)c3ccc(C(F)(F)F)cc3)C2)cc(=O)n(C)c1=O (stereo unspecified)
    -1.2	5.0	13.9	0.8	0.8	-2.1	-1.0	0.9	-0.2	-3.9
C#CCN1CCN(c2ccc(F)cc2)CC1
    -0.2	2.2	34.8	0.0	0.4	-0.7	-1.7	-5.7	-0.4	-7.7
COc1ccc(N(C(=O)CNC(=O)c2cccs2)C(C(=O)NCC2CCCO2)c2ccccc2)cc1OC (stereo unspecified)
    -0.5	-9.8	5.6	1.2	0.3	0.4	1.7	-10.0	-0.4	-6.1
COc1ccc(CC(=O)NNS(=O)(=O)c2ccc(F)cc2)cc1
    0.6	-3.6	-35.9	-1.8	0.7	-1.0	-1.8	2.8	-0.2	-8.9
COc1ccccc1NS(=O)(=O)c1ccc(O)c(C(N)=O)c1
    -1.3	11.2	5.4	-0.5	.	0.3	-1.2	-3.6	-0.6	-14.7
O=C(NCc1nnc(SCC(=O)N2CCCCC2)o1)c1ccc(F)cc1
    -1.6	0.6	0.3	0.2	0.8	-2.5	3.1	-5.7	i	-3.0&-5.3
C[C@H](NC(=O)C1CCN(S(=O)(=O)c2ccccc2)CC1)C(=O)NCc1cccc(C(F)(F)F)c1
    1.1	11.9	14.9	-2.7	0.5	-1.5	1.1	18.8	-0.4	3.4
CC(C)[C@@H]1Cc2[nH][nH]c(=O)c2[C@H](CCc2ccccc2)O1
    .	.	.	.	-4.8	0.2	-0.6	-4.1	.	.
O=C(C[C@@H]1C/C=C/CC[C@@H](Cc2ccc(F)cc2)C(=O)OCCNC1=O)N[C@H](CO)Cc1ccccc1
    1.3	7.0	.	.	0.7	-0.2	-2.8	-6.0	-1.0	-6.3
COc1cc(OC)c2c(C)cc(=O)oc2c1
    1.2	0.2	-29.1	-1.9	.	1.9	0.6	-187.9	-0.6	-4.4
CC1CN(C(=O)CN2C(=O)NC3(CCCCCCC3)C2=O)CC(C)O1 (stereo unspecified)
    -0.4	-2.7	-9.1	4.0	.	-1.2	-0.6	-5.5	-0.4	1.2
COc1cc(CNC(=O)c2nc(Cn3nc(C)c(Br)c3C)no2)cc(OC)c1
    1.8	1.9	1.1	6.4	-0.7	-0.9	3.0	-0.3	3.3	-2.6
COCc1c(C(=O)Nc2ccc(Cl)cc2F)oc2ccccc12
    -0.4	15.7	28.3	2.1	0.7	0.1	-4.0	11.9	1.6	-16.4

# Part of the list above, reformatted:
Molecule,PfHsp40 rescue,Y pestis TopoI,VHR inh abs,SARS 3CLpro inh,TcdB inh,BoNT-A LC inh2,Anthrax LF inh2,CCHF vOTU inh,Vc quorum ag,SSB-PriA inh
O=C(C[C@@H]1C/C=C/CC[C@@H](Cc2ccc(F)cc2)C(=O)OCCNC1=O)N[C@H](CO)Cc1ccccc1,1.3,7.0,.,.,0.7,-0.2,-2.8,-6.0,-1.0,-6.3
COc1ccc(N(C(=O)CNC(=O)c2cccs2)C(C(=O)NCC2CCCO2)c2ccccc2)cc1OC (stereo unspecified),-0.5,-9.8,5.6,1.2,0.3,0.4,1.7,-10.0,-0.4,-6.1
O=C(NCc1nnc(SCC(=O)N2CCCCC2)o1)c1ccc(F)cc1,-1.6,0.6,0.3,0.2,0.8,-2.5,3.1,-5.7,i,-3.0&-5.3
